# TRHR enhancer – TRH receptor (human) allosteric enhancement | AID 493056 | TRHR cells, fluo-8 calcium fluorescence, EC20 TRH enhancement | actives 0.66% (n = 360,000) | P34981 | enhancement, % at 2 µM; in the data active = enhancement above about 30%; note: 0% is about no effect
#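 Enhancer read-out: after compound pinning and an initial kinetic agonist-mode read, an EC20 of TRH (10 nM final) was injected and fluo-8 calcium signal (Ex 480/Em 530) followed at 1 s/cycle for 100 cycles in TRHR-expressing cells.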
# D1 ag – human D1 receptor agonism; P21728; HEK293 T-REx D1 cells, calcium flux, agonist mode; activation, % at 2 µM; actives 1% (n = 360,000); note: 0% is about no effect
#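 Inducible HEK293 T-REx D1 cells, force-coupled to calcium signalling, were plated at 4000 cells/well with tetracycline and held overnight at 30 C. After no-wash calcium dye loading, compound-evoked calcium rise over 180 s flagged agonists.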
# D2 antag – antagonizes the human D2 dopamine receptor. HEK293 TREx D2 cells, calcium flux, dopamine EC80. actives 2% (n = 340,000). inhibition, % at 10 µM. P14416; in the data active = inhibition above about 30%; note: 0% is about no effect
#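 Calcium mobilization kinetics were recorded at 1 s intervals in tetracycline-induced HEK293 T-REx D2 cells, first for 180 s after compound addition and then 180 s after EC80 dopamine.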
# D2 ag – D2 dopamine receptor (human) agonism; P14416; actives 0.53% (n = 340,000); activation, % at 2 µM; HEK293 T-REx D2 cells, calcium flux agonist mode;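 active = activation over 3 SD above normal in the single-dose calcium agonist read, cut at about 30% in these data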; note: 0% is about no effect
#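 Tetracycline-induced HEK293 Trex cells with D2 receptor force-coupled to calcium signaling, plated overnight at 30 C and loaded with no-wash calcium dye. Calcium flux read kinetically for 180 s after compound addition; responses flag agonists.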
# D1 antag – antagonists of human D1 dopamine receptor | AID 504652 | P21728 | activity change, negative = inhibition, % at 10 µM | HEK293 TREx D1 cells, calcium flux, dopamine EC80; hits give low values | actives 3.2% (n = 360,000); in the data active = activity change below about -30%; note: % is set by controls: 0 for no effect and ±100 for the full control effect
#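 Tetracycline-induced HEK293 T-REx cells with force-coupled D1 receptor were loaded with a no-wash calcium dye. Compound was added after a 10 s baseline and read kinetically for 180 s; EC80 dopamine was then added and calcium flux followed another 180 s.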
# D1 potentiator – human D1 dopamine receptor positive modulation; actives 0.036% (n = 360,000); P21728; potentiation, % at 10 µM; HEK293 TREx D1 cells, calcium flux, dopamine EC20 potentiation; in the data active = potentiation above about 30%; note: 0% is about no effect
# RXFP1 antag – blocks the human relaxin receptor RXFP1; Q9HBX9; HEK293-RXFP1, relaxin-stimulated cAMP HTRF, 30 min; hits give low values; activity change, negative = inhibition, % at 57.5 µM; actives 0.59% (n = 350,000); AID 1259400;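 active = activity change of -60% or lower, but not beyond a set lower limit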; note: % is set by controls: 0 for no effect and ±100 for the full control effect
# Target sequence (Q9HBX9 whole entry, looked up): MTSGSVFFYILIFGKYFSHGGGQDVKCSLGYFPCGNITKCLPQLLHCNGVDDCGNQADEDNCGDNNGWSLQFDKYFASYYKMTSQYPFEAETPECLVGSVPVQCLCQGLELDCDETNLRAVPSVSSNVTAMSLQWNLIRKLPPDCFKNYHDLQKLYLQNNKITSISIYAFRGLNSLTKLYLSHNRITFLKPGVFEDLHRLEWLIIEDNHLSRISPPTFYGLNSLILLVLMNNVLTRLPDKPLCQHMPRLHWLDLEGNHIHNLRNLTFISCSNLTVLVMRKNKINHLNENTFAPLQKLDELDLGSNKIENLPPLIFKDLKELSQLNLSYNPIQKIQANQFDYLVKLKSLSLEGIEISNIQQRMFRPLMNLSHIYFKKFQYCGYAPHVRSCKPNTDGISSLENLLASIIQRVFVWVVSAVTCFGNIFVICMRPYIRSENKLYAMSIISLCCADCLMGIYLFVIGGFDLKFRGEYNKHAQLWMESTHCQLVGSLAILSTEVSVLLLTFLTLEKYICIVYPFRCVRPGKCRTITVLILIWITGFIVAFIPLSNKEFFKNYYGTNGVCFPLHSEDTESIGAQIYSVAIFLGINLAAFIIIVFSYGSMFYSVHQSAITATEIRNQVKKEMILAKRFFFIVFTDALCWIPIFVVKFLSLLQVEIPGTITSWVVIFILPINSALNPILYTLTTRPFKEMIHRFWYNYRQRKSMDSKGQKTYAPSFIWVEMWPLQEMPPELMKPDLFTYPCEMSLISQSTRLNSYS
# D2 PAM – D2 dopamine receptor (human) potentiation; AID 485347; P14416; HEK293 T-REx D2, calcium flux, EC20 dopamine potentiation; potentiation, % at 10 µM; actives 0.34% (n = 340,000);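 active = potentiation over 3 SD above the plate norm, cut at about 30% in these data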; note: 0% is about no effect
#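 Tetracycline-induced Hek293 Trex D2 cells, force-coupled to calcium, loaded with no-wash calcium dye. Compound added with 180 s kinetic read for agonism, then EC20 dopamine and a further 180 s read for potentiation.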
# TRHR agonist – agonists of human TRH receptor | activation, % at 2 µM | actives 0.18% (n = 360,000) | P34981 | TRHR cells, calcium flux fluo-8, FDSS agonist mode; note: 0% is about no effect
#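 In this calcium-flux screen, cells bearing human TRHR are dye-loaded with fluo-8, baselined for 10 cycles, then exposed to library compounds; positive kinetic calcium responses during the agonist phase mark hits, with TRH as control.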
# * hit, by the source's call; nt = not tested or not shown. Cut-off read from the data, not from the text of the source, unless noted: active = activation above about 30%; inactive = the rest.
SMILES,TRHR enhancer,D1 ag,D2 antag,D2 ag,D1 antag,D1 potentiator,RXFP1 antag,D2 PAM,TRHR agonist
COC(=O)CN1C(=O)CSc2ncccc21,-10,3,-19,1.3,4,-4,-8,1,-1.8
Cc1ccc(S(=O)(=O)N2CCCCC2CCNC(=O)C(=O)NCC2CCCO2)cc1 (stereo unspecified),6,0,9,0.0,1,-5,-3,-1,0.1
Cc1cc(N(CN2CCCC2=O)C(=O)c2ccc(OC(C)C)cc2)no1,-3,3,4,0.5,-1,3,9,-4,0.1
CC(C)Oc1ccc(S(=O)(=O)N2CCOCC2)cc1NC(=O)CC1CCCC1,7,3,-20,-1.6,8,nt,17,12,0.5
CCN(CC)CCC(C)OC(=O)c1ccc(O)cc1O (stereo unspecified),1,2,-3,0.8,0,-4,-2,-6,1.3
Cc1nc(C)c(C)nc1C,2,-1,-14,1.1,-13,-2,nt,8,0.2
O=C(/C=C/c1ccc([N+](=O)[O-])cc1)NCC1CCCO1 (stereo unspecified),2,-1,0,0.1,5,8,-1,-3,-0.4
C=CCn1c(NC(=O)c2ccccc2Cl)c(C#N)c2nc3ccccc3nc21,8,9,-8,0.0,-1,1,0,16,-0.7
O=c1[nH]c2ccc(S(=O)(=O)NCc3ccccc3)cc2[nH]1,-7,1,10,0.4,-6,-4,20,-6,0.0
CC1CCC(NC(=O)C2CCC(CNS(=O)(=O)c3cccc4nsnc34)CC2)CC1 (stereo unspecified),6,-1,-16,1.0,-17,nt,nt,-17,0.0
Cc1ccc(Cl)cc1NC(=O)CSc1nnc(C)n1-c1ccccc1,1,3,-6,-1.3,-9,-5,7,-3,-0.1
Cc1cc(Cl)ccc1OC(C)C(=O)NCCc1ccc2c(c1)OCCO2 (stereo unspecified),-2,8,64*,0.8,-15,4,-28,-7,-0.5
CN(Cc1ccccc1)C(=O)COC(=O)c1cc(-c2ccc(Cl)s2)nc2ccccc12,-7,9,1,-0.5,-2,1,8,5,1.7
O=C(CSc1nnc(-c2ccc([N+](=O)[O-])cc2)o1)Nc1ccccc1,7,1,nt,-1.3,-6,0,-3,4,-0.7
CCOC(=O)CN1C(=O)C(=O)c2cc(C)ccc21,-10,1,37*,-0.2,-8,-4,-3,3,0.4

# Arranged by molar mass (highest first): some entries from above
SMILES,TRHR enhancer,D1 ag,D2 antag,D2 ag,D1 antag,D1 potentiator,RXFP1 antag,D2 PAM,TRHR agonist
Cc1ccc(S(=O)(=O)N2CCCCC2CCNC(=O)C(=O)NCC2CCCO2)cc1 (stereo unspecified),6,0,9,0.0,1,-5,-3,-1,0.1
Cc1ccc(Cl)cc1NC(=O)CSc1nnc(C)n1-c1ccccc1,1,3,-6,-1.3,-9,-5,7,-3,-0.1
Cc1cc(N(CN2CCCC2=O)C(=O)c2ccc(OC(C)C)cc2)no1,-3,3,4,0.5,-1,3,9,-4,0.1
CCN(CC)CCC(C)OC(=O)c1ccc(O)cc1O (stereo unspecified),1,2,-3,0.8,0,-4,-2,-6,1.3
CCOC(=O)CN1C(=O)C(=O)c2cc(C)ccc21,-10,1,37*,-0.2,-8,-4,-3,3,0.4
Cc1nc(C)c(C)nc1C,2,-1,-14,1.1,-13,-2,nt,8,0.2

# Next part.
SMILES,TRHR enhancer,D1 ag,D2 antag,D2 ag,D1 antag,D1 potentiator,RXFP1 antag,D2 PAM,TRHR agonist
O=C(Nc1cccc(Cl)c1)NC1CC2CCC(C1)N2Cc1cccs1 (stereo unspecified),-5,13,73*,0.3,-22,-12,-10,-17,1.7
CC(Oc1ccc(Br)cc1Cl)C(=O)Nc1ccncc1 (stereo unspecified),-26,15,8,-0.4,-35*,-6,4,-5,0.3
CC/C(=N\NC(=O)CSCc1ccccc1Cl)c1ccc2c(c1)OCCO2,-1,2,-6,0.0,-5,-12,0,-7,-1.0
COc1ccc2c(C(=O)CN3CCN(c4ccccc4)CC3)c[nH]c2c1,6,1,41*,56*,-6,7,11,-15,2.8
C[n+]1ccn(CC(=O)c2ccc(Br)cc2)c1,-2,1,9,-4.0,13,-3,-6,1,0.3
Clc1ccccc1Cc1noc(CN2CCN(c3cnccn3)CC2)n1,0,2,-4,-0.7,-14,1,-7,-5,0.4
CC(=O)Nc1cccc(NC(=O)C2CC(=O)N(CCc3ccc(F)cc3)C2)c1 (stereo unspecified),17,1,-1,-0.3,4,1,-12,-1,0.6
CCOc1c(Br)cc(C2NS(=O)(=O)N=C3CCCCCN32)cc1OC (stereo unspecified),-3,4,-1,-2.1,-4,-5,-2,-5,-1.3
Cc1ccc(C)c(NC(=O)CN(C)C(=O)c2ccncc2)c1,6,1,-1,0.5,-1,-2,9,5,0.7
Cc1ccc(C2C(=O)c3ccccc3C2=O)cc1,-9,1,23,0.3,-20,-3,9,4,-0.6
CN(C)/C=C/C(=O)c1cccc(Cl)c1,8,6,11,-0.7,12,1,-6,2,-0.8
O=C(NCc1cccs1)c1ccc(CSc2nc3ccncc3n2Cc2cccc(F)c2)cc1,-5,6,nt,1.6,3,-4,-7,-10,1.0
O=C(Cc1cccs1)N1CCN=C1SCc1cccc(F)c1,6,2,6,-1.1,-3,-9,4,-2,-0.7
CCCN1CNC(=S)N(Cc2ccccc2)C1,-5,2,7,0.5,10,-2,nt,-4,0.2
O=C(CCNS(=O)(=O)c1ccccc1)OCC(=O)c1ccc(Cl)cc1,5,12,-11,0.1,-12,-4,1,-5,-0.6

# Single records, as listed above. Order of screens: TRHR enhancer | D1 ag | D2 antag | D2 ag | D1 antag | D1 potentiator | RXFP1 antag | D2 PAM | TRHR agonist
# `CC(=O)Nc1cccc(NC(=O)C2CC(=O)N(CCc3ccc(F)cc3)C2)c1` (stereo unspecified) is listed with 17 | 1 | -1 | -0.3 | 4 | 1 | -12 | -1 | 0.6
# `C[n+]1ccn(CC(=O)c2ccc(Br)cc2)c1` is listed with -2 | 1 | 9 | -4.0 | 13 | -3 | -6 | 1 | 0.3

# More records follow.
SMILES,TRHR enhancer,D1 ag,D2 antag,D2 ag,D1 antag,D1 potentiator,RXFP1 antag,D2 PAM,TRHR agonist
Nc1nc2ccc(N3CCOCC3)cc2s1,1,1,-14,-0.5,-34*,-3,-4,3,-0.3
O=C(Nc1ccccc1N1CCCCC1)c1ccc(Cl)cc1,6,4,-11,-1.6,17,5,-37,1,-0.5
CNC(=O)N1c2ccccc2NC(=O)CC1C (stereo unspecified),9,0,3,0.3,-10,-4,-11,8,0.4
Nc1cc(S(=O)(=O)C(F)(F)F)ccc1C(=O)O,-3,4,5,0.3,-9,-3,-10,-17,0.2
CCOC(=O)C1CCN(C(=O)COC(=O)COc2ccccc2OC)CC1,11,5,-14,-0.9,-8,-4,15,-7,-0.2
CCn1c(C)c(C)c2cc(C(=O)Nc3cccc(Cl)c3)ccc21,-4,1,-4,-1.0,9,4,-5,-17,-0.5
Cc1cc(C)c2c(n1)nn1c(NCCOCCO)cc(C)nc21,-4,1,10,-0.3,-1,-5,13,8,-0.1
CCOc1ccc(N2Nc3n[nH]c(N)c3N2)cc1,-1,-1,-3,0.8,2,4,-10,-5,0.0
CS(=O)(=O)N1CCN(C(=O)Cc2ccccc2)CC1,6,5,18,-0.7,-2,-2,2,3,0.4
Cc1ccc(S(=O)(=O)n2nc(-c3ccccc3)nc2NCc2ccccc2Cl)cc1,7,7,nt,2.3,-5,-2,nt,-4,1.6
COc1ccc(-n2nc(C(=O)Nc3nc4ccc(OC)cc4s3)c3ccccc3c2=O)cc1,-14,2,7,0.6,-3,-11,2,-3,0.9
Cc1ccc(C)c2[nH]c(=O)c(CN(Cc3nnnn3C3CCCCC3)CC3CCCO3)cc12 (stereo unspecified),4,-1,3,0.0,3,-2,0,3,0.1
COc1ccc(NC(=O)CC2C(=O)N(Cc3ccco3)C(=S)N2C(C)C)cc1 (stereo unspecified),1,1,-22,2.2,-1,-5,-7,4,1.8
O=C(NCC1CCCCC1)c1ccc(F)cc1Cl,-5,0,nt,nt,-20,-19,-5,nt,0.0
O=C(OC1CCOC1=O)c1ccc(CO)cc1 (stereo unspecified),0,1,3,0.2,13,-6,4,4,1.1
Clc1cccc(Cl)c1/C=N\Nc1nccs1,3,3,-1,-0.5,-21,-9,-8,7,-1.6
CCC1(CC)NC(=O)N(CC(=O)OCn2nnc3ccccc3c2=O)C1=O,-3,0,-14,1.5,-5,-8,-2,13,-0.3
Cc1cc2n(n1)CCCN2C(=O)Nc1ccc(Cl)cc1,-1,11,nt,-0.2,-23,-5,-7,-1,0.6
Cc1c(C(=O)N(CCC#N)c2ccccc2)sc2nc3n(c(=O)c12)CCCC3,-3,1,-7,-0.5,-4,0,-40,-1,-0.4
N/C(CN1CCCCC1)=N\S(=O)(=O)c1cc(Cl)cc(Cl)c1,-3,2,-11,1.5,1,8,6,2,0.7
Cc1nn(-c2ccccn2)c2c1C(c1ccccc1Cl)C1=C(N2)c2ccccc2C1=O (stereo unspecified),0,-1,12,-0.8,9,-4,-6,27,0.3
O=C1C=C(c2ccccc2C(F)(F)F)C[C@@H](c2ccc3c(c2)OCO3)C1,0,3,3,-0.6,nt,-4,nt,7,-0.2
CCN(CC)C(=O)C1CCCN(Cc2ccc(OC)c(C)c2C)C1 (stereo unspecified),7,6,-13,-0.8,-7,-4,-6,nt,-1.1
O=C(Cc1ccc(-n2cccc2)cc1)N1CCc2ccccc21,3,7,-17,1.8,-2,-5,-7,-5,-0.4
COc1ccc(S(=O)(=O)Nc2c(C)n(C)n(-c3ccccc3)c2=O)cc1,6,1,-6,-1.8,-2,-1,-3,5,-0.3
CC(=O)OCc1cc(-c2nn(C)c(=O)c3ccccc23)ccc1C,3,3,-13,30,-18,-2,-13,-8,-0.6
COc1ccc(CNc2ncc(-c3ccc(Cl)cc3)n2C)c(OC)c1OC,8,3,2,1.6,-28,-8,-1,2,-0.7
O=C(c1cccs1)N1CCN(C(=O)C(c2ccccc2)c2ccccc2)CC1,-8,1,17,0.5,12,-5,-7,4,-0.6
CN1CCN(C(=O)c2cccc(-c3cc(O)c4ncccc4c3)c2)CC1,12,2,nt,nt,19,-2,nt,nt,-0.1
CCCc1ccc(OC(=O)c2ccc(O)cc2Cl)cc1,4,9,-9,-0.7,-16,-14,-4,6,0.9
O=C(COc1ccccc1)NC1CCSC1=O (stereo unspecified),-4,1,-4,0.2,7,-5,6,-7,0.3
COc1ccc(-c2nc(-c3cccc(C)c3)nc(Cl)c2C#N)cc1,4,2,-1,0.6,-19,5,nt,-3,0.0
Cc1cccc(NC(=O)c2sc3nc(-c4cc5ccc(O)cc5oc4=O)[nH]c(=O)c3c2C)c1,10,3,nt,-0.1,10,-5,-11,nt,0.4
COc1ccc2c(CNCc3ccc(C)o3)c(C(=O)O)n(Cc3ccccc3)c2c1,6,1,nt,0.6,12,4,nt,-6,0.2
CCCCn1c(N)c(N(CCOC)C(=O)CSc2nnc(C)n2-c2ccc(OC)cc2)c(=O)[nH]c1=O,14,3,14,0.4,7,1,-12,-6,0.0
O=Nc1c(-c2c(O)[nH]c3cc(Br)ccc23)[nH]c2ccccc12,-9,9,-10,-0.1,-57*,-9,nt,3,4.3
CCN(CC(=O)Nc1ccc2c(c1)OCCO2)C(=O)CSCC(=O)Nc1ccc(C)cc1,5,-1,-10,-1.4,7,-6,-6,11,-1.8
